From PubChem BioAssay
TGFb SMAD3 inh – qHTS for Inhibitors of TGF-b. HepG2 CAGA-GFP TGF-b/SMAD3 reporter, GFP fluorescence, 18 h; TGF-beta stimulated, 500 pg/mL final. Potency, µM (doses to about 46.1 µM), without a hit: at the highest dose activity, negative = inhibition, actives largely listed as inhibitors. 410,000 tested, 1.2% active; further: potency means the concentration at half of the fitted maximal effect; on the % scale 0 is the no-effect control and ±100 the full control effect; nearly all actives have a fitted effect of over 65% in size
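TGF-beta reporter screen: HEPG2 CAGA-GFP, 1% FBS, 500 pg/mL TGF-beta final, 18 h; per-cell GFP summed per well; curves fitted and categorized by class.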
IL-1B inflam inh – qHTS for Inhibitors of Inflammasome Signaling: IL-1-beta AlphaLISA Primary Screen; THP-1 LPS/ATP IL-1B secretion, AlphaLISA, 16 h; hits give low values; activity change, % at 57.5 µM; 360,000 tested, 4.7% active; AID 743279, 2014; in the data active means activity change below about -50%; inconclusive means mostly about -30% to -49%; further: on the % scale 0 is the no-effect control and ±100 the full control effect
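Secreted IL-1B measured by AlphaLISA bead assay after 16 h compound exposure of THP-1 cells; compounds (final up to 57.5 uM) added 1 h before LPS (250 ng/mL) and ATP (1.25 mM) stimulation; lower signal means less secretion.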
Nrf2 block – Nrf2 qHTS screen for inhibitors. Potency, µM (top dose mostly 46 µM), for the others: top-dose activity change, negative = inhibition, usual class: inhibitors. A549 ARE-Fluc reporter, luciferase luminescence, 18-24 h. 360,000 tested, 2.1% active; further: potency means the concentration at half of the fitted maximal effect; on the % scale 0 is the no-effect control and ±100 the full control effect; nearly all actives have a fitted effect of over 60% in size
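Concentration-response testing used A549 ARE_Fluc cells at 5000 cells/well. Following an 18-24 h compound incubation, viability was read by fluorescence (Ex 405/Em 525) and luciferase output by luminescence.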
HepG2 tox – qHTS for Inhibitors of TGF-b: Cytotox Counterscreen; HepG2 CAGA-GFP viability, ATP luminescence, 18 h; Potency, µM (titrated, usually from 46.1 µM), for inactives: top-dose activity change, negative = cytotoxicity, actives largely listed as cytotoxic; 410,000 tested, 0.76% active; further: potency means the concentration at half of the fitted maximal effect; some results filed as inactive show a strong effect at the top dose
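HepG2 CAGA-GFP cells (1000/well, DMEM with 1% FBS) received compound, then TGF-beta at 500 pg/mL final, and were incubated 18 hours at 37 degrees C. Viability was read by CellTiter-Glo luminescence. Media-only wells were set as complete cell-killing and DMSO as no toxicity.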
A549 viability – Nrf2 qHTS screen for inhibitors: counterscreen for cytotoxicity; A549 ARE-Fluc cells, CellTiter-Fluor viability, 18-24 h; Potency, µM (highest dose often 46 µM), for the others: at the top dose activity change, negative = cytotoxicity, most hits filed as inhibitors; 390,000 tested, 0.16% active; further: potency means the concentration at half of the fitted maximal effect; on the % scale 0 is the no-effect control and ±100 the full control effect
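Cytotoxicity counterscreen: CellTiter-Fluor fluorescence was measured in A549 ARE_Fluc cells after 18-24 h of compound exposure in a concentration series. The subsequent BugLite luminescent read reports ARE-luciferase activity.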
Nrf2 ARE act – qHTS of Nrf2 Activators; AREc32 ARE-luciferase reporter (MCF7-derived line), luminescence, 24 h; Potency, µM (titrated, usually from 46.1 µM), for the others: at the top dose activation, hits mostly activators; 410,000 tested, 0.31% active; AID 624171, 2012; further: potency means the concentration at half of the fitted maximal effect; % of control where 0% means no effect; nearly all actives have a fitted effect of over 65% in size
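Luminescent ARE reporter assay in AREc32_Fluc cells: overnight plating at 37 deg C, 24 hr compound incubation, Steady-Glo added, 30 min RT before reading.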
ATXN viability – Viability Counterscreen for Primary qHTS for Inhibitors of ATXN expression; S2 cells (HEK-293 line with an ATXN2-luciferase reporter) viability, CellTiter-Fluor protease fluorescence, 24 h; Potency, µM (titrated, usually from 56.7 µM), most hits filed as cytotoxic; 400,000 tested, 0.49% active; further: potency means the concentration at half of the fitted maximal effect; nearly all actives have a fitted effect of over 40% in size
MCF10A rerep – A quantitative high throughput screen for small molecules that induce DNA re-replication in MCF 10a normal breast cells; 350,000 tested, 2.9% active; Potency, µM (highest dose often 46.1 µM), without a hit: at the highest dose activity, positive = re-replication, actives largely listed as activators; AID 624296, 2012; MCF 10A DNA re-replication, Hoechst nuclear intensity, 48 h; further: potency means the concentration at half of the fitted maximal effect; % of control where 0% means no effect; nearly all actives have a fitted effect of over 50% in size
ATXN2 expr inh – Primary qHTS for Inhibitors of ATXN expression; Potency, µM (titrated, usually from 57 µM), inactives show at the top dose activity change, negative = inhibition, actives largely listed as inhibitors; AID 1745845, 2022; HEK-293 ATXN2-luciferase reporter, luminescence, 24 h; 360,000 tested, 0.72% active; further: potency means the concentration at half of the fitted maximal effect; on the % scale 0 is the no-effect control and ±100 the full control effect; nearly all actives have a fitted effect of over 55% in size
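ATXN2-luciferase reporter cells (luciferase flanked by upstream and downstream ATXN2 gene portions) were treated 24 h at 37 °C with compounds at up to 57 uM. SteadyGlo luminescence gave expression; GF-AFC fluorescence gave viability.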
The depositor's hits bear a star; i = inactive; ? = inconclusive; / = not tested or not shown; [ ] = another dose, or the depositor's remark. Unless noted, the call rests on the fitted dose curve; in most records, active means well fitted curve in the direction sought with a large enough effect; inconclusive means small, poorly fitted or top-dose-only effect, or another doubt; inactive means no such curve, though single readings can be large; an effect the other way counts as inactive or inconclusive.

SMILES	TGFb SMAD3 inh	IL-1B inflam inh	Nrf2 block	HepG2 tox	A549 viability	Nrf2 ARE act	ATXN viability	MCF10A rerep	ATXN2 expr inh
O=C(NCCCn1ccnc1)/C(=C\c1cccnc1)NC(=O)c1cccc(Br)c1	5.0%	0.6	7.8%	12.1%	6.7%	1.9%	i	0.7%	-35.1%
O=C1[C@H]2CC3CCC2(O3)[C@@H]2OCCCN12 (stereo partly specified)	21.0%	13.6	-8.3%	17.6%	-14.7%	-1.0%	i	-12.6%	1.7%
COc1ccc(C(C)=O)cc1COc1ccc(-n2cnnn2)cc1	12.1%	/	/	13.7%	13.1%	0.2%	i	6.9%	-4.1%
CN1CCN(c2nc3c(c(=O)n(C)c(=O)n3C)n2CC(=O)C23CC4CC(CC(C4)C2)C3)CC1	-20.4%	5.5	/	-7.4%	-4.1%	-0.2%	i	12.4%	-11.1%
Nn1c(COc2ccccc2)nnc1SCc1cc(=O)[nH]c2ccccc12	-29.4%	-13.0	6.7%	-15.0%	-1.1%	0.1%	i	12.7%	14.5%
O=C(OCC(=O)N1CCCCCC1)c1ccc[nH]c1=O	-0.7%	19.5	21.0%	5.4%	5.7%	0.2%	i	-1.5%	10.4%
COc1ccccc1CNC(=O)CSc1ncc2c(n1)-c1cc(Cl)ccc1N(Cc1ccccc1)S2(=O)=O	-22.3%	/	?	-19.9%	4.2%	7.8%	i	/	12.5%
NC1=NC(=O)/C(=C\c2ccco2)S1	-15.3%	-17.0	-10.6%	-1.8%	-4.7%	?	i	1.9%	0.7%
CC(C)C[C@H]1CN(CCCC[C@@H]2CNC(=O)C(=O)N2Cc2ccccc2)C(=O)C(=O)N1CC1CCCCC1	/	5.4	/	/	/	0.6%	i	/	-0.7%
COc1cccc(/C=C(/C(=O)OCC(N)=O)c2ccccc2)c1	-3.5%	-15.9	8.5%	0.7%	-0.2%	5.5%	i	-1.1%	-11.5%
CCOC(=O)c1csc(NC(=O)CSc2nnnn2CC)n1	2.3%	-24.4	29.9%	3.3%	0.0%	3.2%	i	?	5.4%
Cc1ccccc1NC(=O)CSC1=C(C#N)C(c2ccsc2)CC(=O)N1 (stereo unspecified)	-10.5%	-12.8	0.6%	7.7%	-16.9%	0.1%	?	?	21.8%
O=C(c1ccccc1)N1CCc2ccccc21	0.0%	-10.3	5.6%	-18.9%	-4.4%	0.1%	i	3.8%	1.5%
COc1cccc(/C=N/NC(=O)c2ccc(=O)n(C)c2)c1OC	3.3%	19.7	9.3%	-2.8%	-5.9%	2.9%	i	-4.2%	3.4%
Cc1nc2sc3c(c2c(=O)n1N)CCC3	17.0%	28.5	-12.7%	0.0%	4.7%	-0.1%	i	-53.2%[inhibitor]	-25.6%
O=[N+]([O-])c1cccc(/C=N/N2CCN(c3ccccn3)CC2)c1	8.7%	-6.1	-1.6%	-0.6%	-0.4%	-0.5%	?	7.0%	2.8%
NS(=O)(=O)c1ccc(N=Nc2c(O)ccc3ccccc23)cc1	?	-29.4	?	-74.2%	-26.7%	12.7%	?	8.6%	-5.6%
COc1ccc(C)cc1NS(=O)(=O)c1ccc2c(c1)N(C)CCO2	-18.9%	20.0	?	-15.9%	5.8%	0.0%	i	-0.7%	2.0%
Cc1ccc(Cn2nnnc2CN2CCC(O)(c3ccc(F)cc3)CC2)cc1	-13.9%	-4.2	?	-16.8%	0.4%	-0.3%	i	-3.6%	-7.5%
Cc1ccc(OCCc2csc(N)n2)cc1	-1.4%	-11.6	23.7%	2.3%	7.7%	5.3%	i	1.8%	29.6%
O=C(COC(=O)c1cccs1)NCCC1=CCCCC1	1.1%	8.5	-0.5%	9.5%	-1.1%	0.5%	i	-6.4%	-2.4%[11.3 µM]
Cc1cc(-n2cccn2)ccc1CN1CCN(C2CCCC2)C(CCO)C1 (stereo unspecified)	18.4%	-1.8	26.5%	-31.7%	-0.8%	0.0%	?	?	-14.7%
Fc1ccc(CN2C3=NCCCN3c3ccccc32)cc1	-3.5%	-18.1	7.6%	-7.9%	-6.8%	0.4%	i	8.9%	-15.5%
CC1CCCN(C(=O)COC(=O)COc2ccc(Cl)cc2)C1 (stereo unspecified)	?	7.7	?	-4.4%	1.9%	-0.6%	i	-0.5%	1.8%

Entries above that contain fluorine, in the order listed:
SMILES	TGFb SMAD3 inh	IL-1B inflam inh	Nrf2 block	HepG2 tox	A549 viability	Nrf2 ARE act	ATXN viability	MCF10A rerep	ATXN2 expr inh
Cc1ccc(Cn2nnnc2CN2CCC(O)(c3ccc(F)cc3)CC2)cc1	-13.9%	-4.2	?	-16.8%	0.4%	-0.3%	i	-3.6%	-7.5%
Fc1ccc(CN2C3=NCCCN3c3ccccc32)cc1	-3.5%	-18.1	7.6%	-7.9%	-6.8%	0.4%	i	8.9%	-15.5%

Of the compounds above, these have an NH in an aromatic ring:
SMILES	TGFb SMAD3 inh	IL-1B inflam inh	Nrf2 block	HepG2 tox	A549 viability	Nrf2 ARE act	ATXN viability	MCF10A rerep	ATXN2 expr inh
Nn1c(COc2ccccc2)nnc1SCc1cc(=O)[nH]c2ccccc12	-29.4%	-13.0	6.7%	-15.0%	-1.1%	0.1%	i	12.7%	14.5%
O=C(OCC(=O)N1CCCCCC1)c1ccc[nH]c1=O	-0.7%	19.5	21.0%	5.4%	5.7%	0.2%	i	-1.5%	10.4%

Other results follow:
SMILES	TGFb SMAD3 inh	IL-1B inflam inh	Nrf2 block	HepG2 tox	A549 viability	Nrf2 ARE act	ATXN viability	MCF10A rerep	ATXN2 expr inh
COc1cc(/C=N/NC(=O)c2ccncc2)ccc1OC(=O)c1ccccc1Cl	-8.5%	-4.7	?	-20.8%	-0.2%	3.7%	i	-7.9%	0.6%
FC(F)(F)c1ccc(Oc2ccc3c(C(F)(F)F)cc(C(F)(F)F)nc3n2)cc1	4.0%	-10.0	-9.4%	8.4%	?	-0.2%	i	9.5%	6.6%
Cc1cccc(C2c3[nH]c4ccccc4c3CCN2C(=O)c2cc(-c3cccn3C)n[nH]2)n1 (stereo unspecified)	-20.3%	-60.0*	?	11.7%	-18.2%	13.5%	?	?	?
CCCOc1ccc(N2C(=O)CC(N(CCc3ccc(OC)cc3)C(=O)/C=C/C(=O)O)C2=O)cc1 (stereo unspecified)	-0.8%	-1.6	3.9%	4.6%	4.2%	2.0%	i	-6.2%	-11.8%
CCN(CC)S(=O)(=O)c1cc(C(=O)O)ccc1Cl	36.2%	20.9	/	0.7%	-2.3%	-0.8%	i	-5.7%	1.2%
COc1ccc(C(=O)NNC(=O)C(=O)Nc2ccc(C)cc2)cc1	4.1%	-3.0	-10.2%	-9.6%	-0.7%	2.8%	i	-3.2%	-4.6%
CCOC(=O)C1(C)CCCN(C(=O)c2cccc(C#N)c2)C1 (stereo unspecified)	-3.2%	5.3	/	-4.7%	/	-0.7%	i	/	8.2%
CCc1nnc(NC(=O)CSc2nc3c(cc2C#N)CCC3)s1	-6.0%	-14.2	?	-9.8%	-0.2%	2.6%	/	11.8%	20.7%
Oc1ccc(-n2cnnn2)cc1	-6.8%	10.3	15.4%	0.8%	-18.7%	-0.2%	i	0.6%	-9.4%
CCCNc1nc(Cl)nc(Nc2ccc(Cl)cc2)n1	-18.0%	-4.5	2.3%	-22.9%	1.0%	2.4%[9.22 µM]	i	-5.8%	-9.1%
CC1(C)CC2CC(C)(CN2C(=O)c2cc(-c3ccc(O)cc3)on2)C1 (stereo unspecified)	?	-61.6*	8.8%	-127.2%	0.0%	2.9%	?	?	-31.9%
CCOc1ccc(CSCCNC(=S)Nc2ccc(OC)cc2)cc1	?	-2.9	?	-25.7%	7.4%	6.8%	?	4.7%	/
COc1ccc(CCNS(=O)(=O)c2cc(-c3onc(C)c3C)ccc2OC)cc1OC	-11.4%	/	6.3%	0.2%	?	0.9%	/	/	/
CCCC(=O)Nc1nnc(S(=O)(=O)N(CC)c2ccc(OC)cc2)s1	-12.9%	-0.9	1.8%	-1.4%	1.2%	-0.6%	i	1.7%	9.8%
CN(CC(=O)Nc1ccc(Cl)cc1)C(=O)c1ccc(N2CCCC2=O)cc1	-9.7%	2.8	5.9%	-14.7%	7.8%	3.7%	i	-2.8%	/
Nc1nnc(SCC(=O)OCC(=O)c2ccccc2)s1	-0.4%	22.1	8.1%	4.3%	-6.7%	-0.5%	i	5.0%	8.1%
N#Cc1ccc(-c2nc3c4ccccc4ccn3c2Cc2cccc(Cl)c2)cc1	?	23.9	/	-21.0%	/	23.0%	i	/	8.6%
CCOC(=O)c1csc(NC(=O)CSc2nnnn2-c2ccc(OCC)cc2)n1	-21.9%	17.1	-1.2%	29.4%	-7.3%	-0.2%	i	5.6%	-16.2%
Cn1nc(C(=O)OCC(=O)c2ccc(Cl)cc2)c2ccccc2c1=O	-5.7%	18.5	-7.7%	3.6%	-0.3%	0.0%	i	0.5%	5.5%
COCc1cc(C)nc(SCC(=O)Nc2cccc(C)c2)c1C#N	15.5%	22.0	7.9%	0.0%	-2.1%	-0.9%	i	0.2%	2.9%
C#CCN(C[C@H]1[C@H](OC(=O)Nc2c(C)noc2C)[C@H](OC(=O)Nc2c(C)noc2C)C[C@H]2C(=O)N(c3ccccc3)C(=O)[C@@H]12)S(=O)(=O)c1ccc(C)cc1	-4.3%	19.9	/	-4.0%	/	-0.8%	i	/	4.0%
CSc1ccc(CCNC(=O)c2ccc3c(c2)nc2n3CCC(C)C2)cc1 (stereo unspecified)	-7.8%	/	/	-0.8%	-16.0%	0.5%	/	/	/
COc1cccc(C(C)(O)c2nc(-c3cccc(C#N)c3)cs2)c1 (stereo unspecified)	-16.7%	-23.9	/	-6.7%	/	-0.6%	i	/	13.6%
O=C(COC(=O)c1ccc[nH]c1=O)NCC1CCCO1 (stereo unspecified)	-10.5%	-14.3	/	10.3%	6.4%	0.2%	i	7.3%	4.7%
